High-throughput results from PubChem.
SKN-1 block = suppressors of acrylamide-induced Pgst-4::GFP reporter in worms, primary screen, SKN-1 inhibitor project, whole organism, uHTS, GFP/RFP fluorescence ratio, strain VP596. 0.49% of 360,000 active. C. elegans VP596 Pgst-4::GFP/RFP ratio, 24 h. AID 624304, 2012. inhibition, % at 21.8 µM;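 active = interference check ratio from 0.5 to 1.5 plus GFP to RFP signal ratio inhibition reaching or exceeding a fixed threshold, cut at about 30% in these data, passing the limit was not always enough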; also: some compounds called inactive have numbers as strong as hits
bovine MsrA act = bovine MsrA enzyme activators, primary screen, biochemical, absorbance, HTS; Methionine sulfoxide reductase A (Bos taurus); activation, % at 10.6 µM; purified bovine MsrA, absorbance read-out; 0.3% of 360,000 active; AID 602163, 2012; in the data active = activation above about 7.5%;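 also: 0% = vehicle and 100% = reference activator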
PABP1 MLLE inh = inhibitors of PABP1 MLLE–PAM2 peptide binding, primary screen, biochemical, fluorescence polarization, FITC-PAM2, GST-MLLE; 0.36% of 360,000 active; inhibition, % at 20 µM; Polyadenylate-binding protein 1 (Homo sapiens), P11940; in the data active = inhibition above about 35%, passing the limit was not always enough;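 also: plate controls were DMSO wells with GST-MLLE for no effect and wells lacking GST-MLLE protein for full effect; some results filed as inactive read as strong as hits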
Rin1 Abl inh = inhibitors of Rin1-Abl protein binding, primary screen, biochemical, TR-FRET; Tyrosine-protein kinase ABL1 (Homo sapiens) + Ras and Rab interactor 1 (Homo sapiens), …; inhibition, % at 7.35 µM; 0.4% of 360,000 active; in the data active = inhibition above about 5%, passing the limit was not always enough
Target sequence (P00519 whole entry, looked up): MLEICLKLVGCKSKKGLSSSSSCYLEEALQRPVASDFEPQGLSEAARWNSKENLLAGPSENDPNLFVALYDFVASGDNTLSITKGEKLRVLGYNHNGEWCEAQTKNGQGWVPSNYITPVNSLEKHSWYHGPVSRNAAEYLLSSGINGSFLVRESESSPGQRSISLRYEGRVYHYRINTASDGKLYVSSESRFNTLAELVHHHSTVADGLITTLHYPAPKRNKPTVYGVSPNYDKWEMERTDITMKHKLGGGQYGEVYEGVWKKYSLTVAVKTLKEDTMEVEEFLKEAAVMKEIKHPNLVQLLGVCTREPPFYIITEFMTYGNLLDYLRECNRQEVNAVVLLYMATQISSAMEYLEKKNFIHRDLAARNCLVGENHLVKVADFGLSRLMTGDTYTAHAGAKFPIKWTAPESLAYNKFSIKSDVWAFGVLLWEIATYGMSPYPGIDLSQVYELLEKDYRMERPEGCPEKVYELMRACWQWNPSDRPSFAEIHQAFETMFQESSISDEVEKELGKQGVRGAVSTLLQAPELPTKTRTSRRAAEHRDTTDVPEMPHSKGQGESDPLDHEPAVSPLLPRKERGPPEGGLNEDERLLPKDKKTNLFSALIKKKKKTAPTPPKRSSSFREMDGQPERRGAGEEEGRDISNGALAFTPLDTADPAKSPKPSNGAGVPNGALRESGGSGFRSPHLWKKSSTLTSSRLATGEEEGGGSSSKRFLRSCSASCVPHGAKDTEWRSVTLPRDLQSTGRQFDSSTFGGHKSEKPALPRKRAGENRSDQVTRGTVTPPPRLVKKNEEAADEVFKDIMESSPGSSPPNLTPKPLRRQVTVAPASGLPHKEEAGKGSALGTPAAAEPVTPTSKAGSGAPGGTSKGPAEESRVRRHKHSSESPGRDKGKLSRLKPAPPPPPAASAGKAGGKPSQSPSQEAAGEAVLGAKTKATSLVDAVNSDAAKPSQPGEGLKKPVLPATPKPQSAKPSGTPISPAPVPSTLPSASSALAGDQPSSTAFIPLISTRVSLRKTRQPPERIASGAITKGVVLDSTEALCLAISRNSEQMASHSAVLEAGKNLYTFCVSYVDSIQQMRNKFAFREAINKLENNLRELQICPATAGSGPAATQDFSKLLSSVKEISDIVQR
Target sequence (Q13671 whole entry, looked up): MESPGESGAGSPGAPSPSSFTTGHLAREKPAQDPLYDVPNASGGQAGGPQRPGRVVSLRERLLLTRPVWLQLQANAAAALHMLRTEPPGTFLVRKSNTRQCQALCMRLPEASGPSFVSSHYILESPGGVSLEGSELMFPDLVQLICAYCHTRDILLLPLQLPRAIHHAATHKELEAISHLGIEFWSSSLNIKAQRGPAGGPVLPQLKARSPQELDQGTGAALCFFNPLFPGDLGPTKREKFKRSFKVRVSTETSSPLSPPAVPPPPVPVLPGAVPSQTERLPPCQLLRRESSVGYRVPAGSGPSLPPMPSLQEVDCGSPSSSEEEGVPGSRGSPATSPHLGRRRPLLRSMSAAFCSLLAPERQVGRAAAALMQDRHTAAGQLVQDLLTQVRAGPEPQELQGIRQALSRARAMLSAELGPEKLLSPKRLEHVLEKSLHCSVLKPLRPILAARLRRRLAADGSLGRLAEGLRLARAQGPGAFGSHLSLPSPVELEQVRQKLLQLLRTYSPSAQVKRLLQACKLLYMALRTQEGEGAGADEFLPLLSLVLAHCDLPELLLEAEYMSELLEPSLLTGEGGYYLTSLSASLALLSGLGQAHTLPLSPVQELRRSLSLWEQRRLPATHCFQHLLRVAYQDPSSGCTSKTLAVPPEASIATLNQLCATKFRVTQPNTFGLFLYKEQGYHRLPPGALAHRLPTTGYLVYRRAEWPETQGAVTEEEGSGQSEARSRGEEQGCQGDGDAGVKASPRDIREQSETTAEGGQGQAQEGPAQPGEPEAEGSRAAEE
E coli Lon inh = inhibitors of E. coli Lon protease, primary screen, biochemical, fluorescence polarization. P0A9M0. 0.42% of 360,000 active. purified E. coli Lon protease. inhibition, % at 7.94 µM; in the data active = inhibition above about 13%, passing the limit was not always enough;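 also: 0% = enzyme with probe and DMSO and 100% = no enzyme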
MT1-MMP act inh = blockers of MT1-MMP proenzyme processing, primary screen, HT1080 RFP-PRO-GFP cells, GFP/RFP fluorescence | Matrix metalloproteinase-14 (Homo sapiens), P50281 | GFP/RFP ratio fluorescence, overnight; percent of plate control window, DMSO zero | GFP/RFP ratio change, % at 20 µM | 0.061% of 360,000 active;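 active = GFP/RFP ratio change of at least 30% with cell ATP level not reduced by more than half and red fluorescence within 50% of control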; also: strong numbers were not always called active
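Assay system – RFP-PRO-GFP reporter HT1080 cells · Compound dosing – single dose of 20 µM compound, 1% DMSO final · Incubation – overnight compound exposure at 37 °C · Measure – GFP/RFP fluorescence ratio · Benchmarks – DMSO wells and RFP-L50D-GFP cells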
Neddylation inh = inhibitors of cullin neddylation, primary screen, biochemical, TR-FRET, uHTS, NAE and Ubc12; NEDD8-conjugating enzyme Ubc12 (Homo sapiens) + NEDD8-activating enzyme E1 regulatory …; calls only at 25 µM; 0.58% of 360,000 active; AID 651699, 2012; in the data active = inhibition above about 36%
CendR NRP1 mod = modulators of CendR peptide binding to NRP-1, primary screen, biochemical, fluorescence polarization, uHTS | Neuropilin-1 (Homo sapiens), O14786 | FAM-RPARPAR peptide binding to NRP-1 | inhibition, % at 25 µM | 0.85% of 360,000 active;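 active = inhibition or corrected inhibition above about 18%, plus a signal ratio from 0.5 to 1.5, limit read from the data, passing the limit was not always enough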; also: strong numbers were not always called active
FAS-TE inh = FAS thioesterase domain inhibitors, primary screen, biochemical, fluorescence intensity, uHTS; Fatty acid synthase (Homo sapiens), P49327; recombinant FAS-TE, OMFH fluorogenic substrate, fluorescence endpoint; inhibition, % at 15 µM; 0.67% of 360,000 active; AID 602261, 2012;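 active = compounds whose normalised, plate-corrected inhibition of enzyme fluorescence in the single-dose primary screen is 50% or more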;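 also: 0% = DMSO with enzyme and 100% = substrate without enzyme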
* hit, by the source's call; i = inactive; nt = not tested or not shown; & = joins results of further samples.

SMILES	SKN-1 block	bovine MsrA act	PABP1 MLLE inh	Rin1 Abl inh	E coli Lon inh	MT1-MMP act inh	Neddylation inh	CendR NRP1 mod	FAS-TE inh
O=C(Nc1cccc2cccnc12)c1ccc2sc([C@@H]3O[C@H](CO)[C@H](O)[C@H](O)[C@H]3O)nc2c1	16.8	-1.6	4.1	-4.8	5.3	5.3	i	-10.4	-6.4
O=C(NCCN1CCOCC1)C1CCC(=O)N1Cc1ccc(F)cc1 (configuration not stated)	-13.6	-0.4	12.2	0.0	-12.0	-1.2	i	-2.9	-6.7
C=CCOC(=O)C1=C[C@H](c2cn(C(C)=O)c3ccccc23)C[C@H](OCc2ccc(CO)cc2)O1	7.8	-4.0	-4.6	-0.2	1.9	-6.9	i	-11.4	9.6
CC(=O)Nc1cccc(NC(=O)CSc2ccc(-c3ccccn3)nn2)c1	3.9	-6.5	-6.3	-10.2	8.4	12.4	i	-1.8	-4.8
Cc1noc(C)c1S(=O)(=O)Nc1ccc2c(c1)C(=O)N([C@H](C)CO)C[C@H](C)[C@@H](CN(C)C(=O)NC1CCCCC1)O2	-1.3	-12.5	-19.7	4.3	-6.0	-1.3	i	-9.0	-3.0
CS(=O)(=O)N1CCC(C(=O)Nc2ccc3c(c2)OCO3)CC1	10.8	-2.0	4.1	1.5	-5.5	9.3	i	3.0	-6.5
COCCN1C(=O)C(CC(=O)Nc2ccc(C(C)=O)cc2)SC1=Nc1ccccc1 (configuration not stated)	10.0&9.6	-2.4&-4.3	9.0&5.0	1.0&2.2	7.0&-5.4	1.0&0.7	i	6.5&-3.5	6.5&6.9
CCOC(=O)c1c(CSCc2ccccc2)oc2ccc(O)c(CN(C)C)c12	3.0	-9.4	-1.4	-0.9	-2.5	-6.1	i	-0.8	-19.4
CS(=O)(=O)NC1c2cccc3cccc(c23)C1Sc1nncn1/N=C/c1ccco1 (configuration not stated)	15.3	-1.9	-18.9	-1.9	9.2	-6.6	i	-6.5	-1.5
O=C(COc1ccccc1)Nc1ccccc1NS(=O)(=O)c1cccs1	15.8	-3.1	-12.5	1.0	0.9	2.1	i	-4.9	2.0
CC(=O)Nc1ccc(NC(=O)Cn2nc(C(=O)Nc3ccc(C)cc3)ccc2=O)cc1	7.8	-3.3	2.1	-3.2	3.4	0.7	i	-15.0	-2.5
COc1ccc(S(=O)(=O)N2CCC(n3cnc4cc(C(F)(F)F)ccc43)CC2)cc1	0.3	-1.2	7.9	1.5	-15.7	3.1	i	7.9	8.2
CCOC(=O)Cc1csc(NC(=O)CSc2nc(-c3ccccc3)c(C#N)c(=O)[nH]2)n1	5.4	0.3	-1.9	-0.3	0.0	-0.8	i	-0.2	-1.5
CCOCC(=O)Nc1ccc(C)c(Cl)c1	35.5*	-1.1	2.2	-3.4	-3.6	nt	i	2.7	-4.9
Cc1cc(C)cc(NC(=O)c2ccccc2NC(=O)CCC(=O)O)c1	-0.1	-5.8	-11.4	0.6	3.6	-1.8	i	-12.3	-10.6
O=C(NCc1ccccc1)C(c1ccccn1)N(C(=O)c1csnn1)c1ccccc1F (configuration not stated)	-18.8	2.1	17.9	-0.6	-6.9	-1.4	i	-0.9	-4.2
COc1ccc(CC(=O)OCC(=O)Nc2cc(Cl)ccc2C)cc1	-4.3	-1.9	5.0	3.2	-3.9	1.8	i	10.9	7.0
Cc1ccc2c(c1)C(=O)CC1(CCCCCC1)O2	6.2	-6.8	-4.8	1.9	-2.3	6.7	i	9.4	-4.8
CCC(=O)N[C@H]1CC[C@@H](CCn2cc(C3CC3)nn2)O[C@@H]1CO	-14.9	nt	nt	nt	nt	5.1	i	4.7	nt
Cc1nc(-c2ccccc2)cc(=O)[nH]1	-12.5	-3.2	11.4	2.5	7.5	2.9	i	9.6	-2.7

Retrieved one by one from above:
SMILES	SKN-1 block	bovine MsrA act	PABP1 MLLE inh	Rin1 Abl inh	E coli Lon inh	MT1-MMP act inh	Neddylation inh	CendR NRP1 mod	FAS-TE inh
CC(=O)Nc1ccc(NC(=O)Cn2nc(C(=O)Nc3ccc(C)cc3)ccc2=O)cc1	7.8	-3.3	2.1	-3.2	3.4	0.7	i	-15.0	-2.5
C=CCOC(=O)C1=C[C@H](c2cn(C(C)=O)c3ccccc23)C[C@H](OCc2ccc(CO)cc2)O1	7.8	-4.0	-4.6	-0.2	1.9	-6.9	i	-11.4	9.6

The list goes on:
SMILES	SKN-1 block	bovine MsrA act	PABP1 MLLE inh	Rin1 Abl inh	E coli Lon inh	MT1-MMP act inh	Neddylation inh	CendR NRP1 mod	FAS-TE inh
COCCNC(=O)C(c1c[nH]c2ccccc12)N(C(=O)c1snc(C(N)=O)c1N)c1cccc(OC)c1 (configuration not stated)	-11.8	-1.4	-7.2	1.9	4.8	-2.4	i	-7.6	1.8
COc1ccc(CC2(CO)CCN(Cc3ccc4c(c3)CCO4)CC2)cc1	-12.8	-8.6	2.9	0.8	-2.5	0.4	i	10.2	-9.4
CS(=O)(=O)Nc1ccccc1C(=O)N1CCOCC1	2.8	-4.0	-8.7	1.1	-15.4	-3.5	i	2.4	-7.4
COc1ccc(CC(=O)Nc2ccc(S(=O)(=O)Nc3cc(OC)nc(OC)n3)cc2)cc1	-21.9	-13.5	4.4	1.6	0.0	0.8	i	-3.4	-2.5
COCCN1CSC(=S)N(Cc2ccco2)C1	-4.8	-1.8	30.7	1.4	-0.7	-4.1	i	-15.9	-6.0
CS(=O)(=O)Nc1ccccc1C(=O)Nc1cc(Cl)cc(Cl)c1	-7.6	-3.2	6.6	-3.5	6.4	-7.0	i	-1.6	0.3
O=C1NC[C@H](CCCCN2C[C@H](Cc3ccc(O)cc3)N(Cc3ccccc3)C(=O)C2=O)N(CC2CCCCC2)C1=O	31.5	-7.7	nt	nt	-1.6	-4.2	i	-8.8	1.8
COC(=O)c1[nH]c2ccc(C)cc2c1NC(=O)CN1CCN(c2ccccc2)CC1	8.7	-0.1	-7.0	-0.4	7.0	2.0	i	-1.6	7.3
CCN(CC(=O)Nc1ccccc1OC)C(=O)c1ccc(NS(=O)(=O)c2ccc(C(C)=O)cc2)cc1	8.9	-1.1	2.0	-0.3	-12.7	0.3	i	14.3	-6.6
Cc1cccc(OCc2nnc(SCC(=O)N(c3ccccc3)C3CCS(=O)(=O)C3)o2)c1 (configuration not stated)	-1.7	-2.0	0.3	0.3	-17.3	1.4	i	-1.5	-2.3
O=C(NCc1ccccn1)C1CCN(S(=O)(=O)N2CCC3(CC2)OCCO3)CC1	4.1	-2.9	2.5	-1.8	-2.0	5.2	i	-6.4	-8.7
O=C(CCC1CCCCC1)Nc1c2c(nn1-c1ccc(F)cc1)CS(=O)(=O)C2	-0.7	-2.5	-3.5	0.8	5.6	-3.7	i	4.6	9.1
CCOc1ccc(/C=N/NC(=O)CCC(=O)Nc2ccc(F)cc2)cc1	0.9	-12.3	1.2	0.9	-6.2	-3.0	i	-2.2	-4.9
CCOc1ccc(OCCn2c(=S)[nH]c3ccccc32)cc1	-6.1	-6.7	-60.3	-1.6	4.4	9.2	i	-3.5	13.4
COc1ccc(C(=O)NNC2=CC(=O)CC(C)(C)C2)cc1OC	6.4	-3.0	15.8	-0.6	17.2*	2.8	i	-4.0	-5.7
CC(NC(=O)CN1CCN(Cc2cccc(F)c2)CC1)c1ccccc1 (configuration not stated)	4.3	-3.1	-3.2	-4.8	1.0	0.8	i	-11.5	-2.8
S=C(Nc1ccc(Br)cc1)N1CCn2cccc2C1c1cccnc1 (configuration not stated)	-20.9	-9.5	-5.6	-2.6	-0.8	2.1	i	-0.6	7.1
CC(=O)c1cccc(S(=O)(=O)NC2CCCCCC2)c1	6.1	-4.5	-0.7	-2.8	8.2	1.4	i	3.9	-6.1
C/C=C/c1ccc(OCC(=O)OCc2csc(CC(=O)Nc3ccccc3C)n2)c(OC)c1	-11.9	-3.1	-27.0	1.7	-13.1	2.2	i	1.4	-1.5
COCc1cc(CN(C)C(=O)C2CCC(=O)N(Cc3cccc(OC)c3)C2)[nH]n1 (configuration not stated)	-3.1	-3.0	1.9	5.8	-14.0	0.6	i	-0.8	-2.7
CCCN1CCN(C(=O)Cn2nc(C)n3c(cc4c(OC)cccc43)c2=O)CC1	14.8	-0.9	-7.7	-1.4	-18.3	-0.5	nt	15.1	-5.3
CC1CC(NC(=O)c2cc3c(=O)n4ccccc4nc3n2C)CC(C)(C)C1 (configuration not stated)	-20.5	3.5	-11.4	-2.8	-2.6	5.8	nt	5.5	8.1
CCCSc1nsc(NC(=O)CCC)n1	7.4	-1.9	1.2	4.4	6.4	1.1	i	11.8	-2.8
Cc1cc2cc(CCNC(=O)c3ccc(Br)o3)c(=O)[nH]c2cc1C	-3.8	-2.7	12.7	1.3	-3.9	3.3	i	-5.5	4.6
CCc1nc2ccc(C(=O)N3CCN(S(=O)(=O)CC)CC3)cn2c1N(CC)CCN(C)C	11.7	-2.6	11.2	-1.7	4.5	-3.8	i	6.4	-8.0
COc1ccc(OCC(=O)O/N=C(\N)c2ccc(OC)cc2)cc1	9.8	-3.0	10.1	2.0	0.9	0.5	i	-4.0	13.0
O=C(NC1=NCCS1)c1ccc(Cl)c(S(=O)(=O)N2CCCCC2)c1	0.5	-3.6	6.0	2.6	1.6	2.3	i	8.4	-4.4
CC(C)c1ccc(OCC(=O)N(Cc2ccco2)C2CCS(=O)(=O)C2)cc1 (configuration not stated)	-5.2	-0.2	-5.8	1.7	-3.5	-7.5	i	11.9	10.5
O=S(=O)(c1cc(F)cc(F)c1)N1CCN(c2ncccn2)CC1	-0.5	0.9	2.5	-3.1	4.2	1.4	i	-13.5	0.9
O=C(/C=C/c1ccc(-c2ccccc2)o1)c1ccccc1	7.0	2.0	9.1	-0.2	-26.9	-6.5	i	-14.2	17.3
O=C(c1ccco1)N1CCN(c2ncnc3sc4c(c23)CCC4)CC1	0.4	-12.0	7.2	3.1	-4.6	-5.6	i	-3.2	-5.6
Cc1cc2oc(=O)cc(CN(C)Cc3cccc(F)c3)c2cc1C	-4.9	-1.7	-3.9	-0.9	-8.4	-4.1	i	1.0	19.1
CCc1ccccc1NC(=O)CSc1nnc(-c2ccco2)n1N	-11.7	-8.4	3.7	-3.6	-2.1	3.6	i	-7.6	-7.9
N#Cc1c(-c2ccccc2)nc(N2CCOCC2)[nH]c1=O	1.8	-4.6	3.7	-3.5	-6.6	-0.5	i	-3.0	-5.1
O=C(CCl)N1c2ccccc2Sc2c1ccc1ccccc21	-1.2	-4.1	-1.1	-0.1	6.9	-1.9	i	1.3	29.8
C[C@H](NC(=O)c1ccccc1Cl)C(=O)NCCc1ccc(S(N)(=O)=O)cc1	4.8	-1.4	-3.6	1.9	-8.7	-1.5	i	3.1	-3.6
CC(C)(CC(=O)O)CC(=O)Nc1ccc(Oc2ccc(C(C)(C)C)cc2)nc1	4.0	-0.9	2.9	-1.0	-0.7	5.0	i	0.9	-90.7
Cc1cccc(N2CCN(C3=NC(=O)C(Cc4ccccc4)S3)CC2)c1 (configuration not stated)	6.8	-1.6	12.0	3.2	-1.0	-3.4	i	-1.7	2.1
